aDG glyco act: activators of alpha-DG glycosylation, primary screen, uHTS, Pro5-aDG cells, AlphaScreen; AID 624168, 2012; alpha-DG glycosylation AlphaScreen (IIH6); 0% Pro5, 100% B10-LARGE cell signal; 0.22% of 360,000 active; activation, % at 10 µM;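 active = activation of at least 8% versus controls, or a plate z-score of at least 8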;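 also: Pro5 are CHO cells carrying HIG-tagged alpha-DG that lacks glycosylation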
TWEAK-Fn14 inh: inhibitors of TWEAK-Fn14 signaling, primary screen, luciferase reporter cells, uHTS; TWEAK-stimulated Fn14 reporter cells, luciferase luminescence, 8 h; inhibition, % at 10 µM; 2% of 360,000 active; in the data active = inhibition above about 50%
Peg3 promoter: Peg3 promoter-driven luciferase inhibitors, primary screen, cell-based, HeLa, luciferase luminescence | HeLa PEG-Prom luciferase reporter, overnight | inhibition, % at 20 µM | 1.7% of 360,000 active;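 active = inhibition of at least 50% at 20 µM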
iPSC survival up: enhancers of single-cell hiPSC survival, primary screen, ATPlite luminescence; 100% = ROCK inhibitor wells, 0% = DMSO; survival enhancement, % at 20 µM; 0.044% of 360,000 active; in the data active = survival enhancement above about 18%;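 also: cells exposed to compounds for 16 hours before the ATP read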
MITF TRPM1 inh: inhibitors of MITF-dependent TRPM1 promoter reporter, primary screen, cell-based, SK-MEL-5, single point, luciferase; SK-MEL-5 TRPM1 promoter luciferase, 24 h; inhibition, % at 12.5 µM; 0.83% of 330,000 active;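 active = mean inhibition across replicates of 60% or more, whatever share of single replicates reaches that level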; also: values of inactives mirror those of a sister screen read the other way
Shn3 3UTR inh: reduction of Shn3 3'UTR firefly luciferase signal, primary screen, Schnurri-3 inhibitor project, cell-based, Clone20 osteoblasts, set 2; Clone20 osteoblast Shn3 3'UTR firefly luciferase, 24 h; inhibition, % at 12.5 µM; 0.52% of 360,000 active;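 active = mean inhibition of at least 75% with every replicate also reaching 75%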;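 also: 0% = median of neutral control wells and 100% = pilot-screen positive control compound; some compounds past the cut are filed as inactive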
HIF-2a block: HIF-2a reporter inhibitors, primary screen, luminescence, 786-0 RCC cells. 786-0 RCC cells HIF-2a reporter, luciferase luminescence, overnight. inhibition, % at 18.8 µM. 0.72% of 360,000 active. AID 624352, 2012;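 active = inhibition of the luminescence signal of 40% or more relative to plate controls, in a single-dose primary screen at 18.75 µM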
NR2E3 ag-1: inhibitors of NR2E3-RetCOR corepressor binding, primary screen, NR2E3 agonist project, biochemical, TR-FRET, GST-NR2E3, biotin-RetCOR. inhibition of corepressor binding, % at 4.78 µM. 0.12% of 320,000 active. 1536-well. AID 2300, 2010. Photoreceptor-specific nuclear receptor (Homo sapiens), Q9Y5X4;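 active = percent inhibition above the cutoff of mean plus 3 SD of all tested compounds, set per screening campaign, cut at about 20% in these data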;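 also: 0% = DMSO wells and 100% = biotin wells as full block of FRET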
Target sequence (Q9Y5X4 whole entry, looked up): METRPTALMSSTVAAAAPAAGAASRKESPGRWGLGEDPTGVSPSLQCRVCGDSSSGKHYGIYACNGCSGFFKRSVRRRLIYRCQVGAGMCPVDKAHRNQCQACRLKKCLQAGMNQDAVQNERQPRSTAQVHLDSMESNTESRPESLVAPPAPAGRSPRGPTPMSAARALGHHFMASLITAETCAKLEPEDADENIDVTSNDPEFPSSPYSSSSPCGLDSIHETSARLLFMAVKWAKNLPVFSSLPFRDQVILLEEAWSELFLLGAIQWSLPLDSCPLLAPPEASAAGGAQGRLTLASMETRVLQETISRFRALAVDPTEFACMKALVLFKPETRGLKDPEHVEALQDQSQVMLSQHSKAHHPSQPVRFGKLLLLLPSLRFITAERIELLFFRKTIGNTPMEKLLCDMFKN
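Assay system: NR2E3–RetCOR corepressor complex. Quantity: 1.35 nM GST-NR2E3. Buffer or medium: pH 7.5 Tris-based buffer. Reagent: biotinylated RetCOR corepressor at 7 nM final. Schedule: 5 h at 4 °C. Detection: TR-FRET, emission read at 617 and 671 nm. Replicates: one well per compound, singlicate testing.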
NR2E3 ag-2: NR2E3 agonists in two-hybrid cells, primary screen, cell-based, luminescence, CHO-S, Gal4-NCOR/VP16-NR2E3. AID 602229, 2012. 0.35% of 360,000 active. inhibition of corepressor binding, % at 3.98 µM. luciferase. Photoreceptor-specific nuclear receptor (Homo sapiens), Q9Y5X4;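 active = inhibition above the mean of all tested compounds plus 3 SD, cut at about 70% in these data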;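 also: 0% = DMSO with NR2E3 transfected cells and 100% = cells lacking NR2E3 construct; higher means lower luciferase signal from less NR2E3 corepressor binding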
CF NFkB block: inhibitors of PAF-induced NF-kB signaling, primary screen, cell-based, GFP fluorescence, uHTS; AID 588850, 2011; 0.86% of 360,000 active; KKLEB NF-kB-GFP reporter, GFP fluorescence overnight; inhibition, % at 5 µM;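 active = at least 50% inhibition at 5 µM, scaled per plate between neutral and stimulator controls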;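 also: PAF is a Pseudomonas aeruginosa culture filtrate used as stimulus; plate controls were PAF-stimulated DMSO wells for no effect and unstimulated DMSO wells for full effect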
KKLEB cytotox: cytotoxicity in KKLEB CF airway cells, primary screen, cytotoxicity control for CF NF-kB inhibitor project, cell-based, uHTS, fluorescence assay plates; KKLEB CF airway cells viability, ATPlite luminescence, overnight; hits give low values; cells stimulated with P. aeruginosa culture filtrate; activity change (cytotoxicity), % at 5 µM; 0.36% of 360,000 active;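 active = corrected activity change at or below -50% at 5 µM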
An asterisk follows results filed as active. Not a hit list; overall some 4.4% were active at least once.

`CCCCCOC(=O)C(C)Sc1n[nH]c(=O)[nH]c1=O` (centres undefined) gave aDG glyco act -0.4, TWEAK-Fn14 inh 10, Peg3 promoter 17, iPSC survival up -2.1, MITF TRPM1 inh 13, Shn3 3UTR inh 20, HIF-2a block 14, NR2E3 ag-1 -1, NR2E3 ag-2 -16, CF NFkB block -3 and KKLEB cytotox 15.
Screening COc1ccccc1NS(=O)(=O)c1ccc(C)c(C(=O)Nc2ccc(S(=O)(=O)Nc3onc(C)c3C)cc2)c1 returned aDG glyco act 0.0, TWEAK-Fn14 inh 10, Peg3 promoter 9, iPSC survival up -0.7, MITF TRPM1 inh 12, Shn3 3UTR inh -6, HIF-2a block 5, NR2E3 ag-2 -2, CF NFkB block 12 and KKLEB cytotox 2.
Screening O=C(OCCCc1cc2ccccc2c(=O)o1)c1ccc(F)cc1 returned aDG glyco act -0.2, TWEAK-Fn14 inh -5, Peg3 promoter 1, iPSC survival up -0.5, MITF TRPM1 inh -1, Shn3 3UTR inh -1, HIF-2a block -13, NR2E3 ag-1 0, NR2E3 ag-2 12, CF NFkB block -6 and KKLEB cytotox 18.
`CCCCn1c(N)c(N(CC(C)C)C(=O)c2cc(=O)[nH]c3ccccc23)c(=O)[nH]c1=O` gave aDG glyco act -0.2, TWEAK-Fn14 inh 1, Peg3 promoter 7, iPSC survival up -0.4, MITF TRPM1 inh -7, Shn3 3UTR inh -8, HIF-2a block 6, NR2E3 ag-1 -4, NR2E3 ag-2 8, CF NFkB block 8 and KKLEB cytotox -2.
Screening O=C(Cn1[nH]c(=O)c2ccccc2c1=O)NC1CCN(Cc2ccccc2)CC1 returned aDG glyco act -0.3, TWEAK-Fn14 inh 3, Peg3 promoter 10, iPSC survival up -1.6, MITF TRPM1 inh -3, Shn3 3UTR inh -16, HIF-2a block 3, NR2E3 ag-1 2, NR2E3 ag-2 -18, CF NFkB block 1 and KKLEB cytotox -15.
For CC(=O)Nc1ccc(C(=O)Nc2cccc(-c3cnc4ccccc4n3)c2)cc1 the results were aDG glyco act -0.1, TWEAK-Fn14 inh 9, Peg3 promoter -12, iPSC survival up 2.1, MITF TRPM1 inh 2, Shn3 3UTR inh -35, HIF-2a block -7, NR2E3 ag-2 1, CF NFkB block 1 and KKLEB cytotox -10.
Screening CC(C)CC1NC(=O)N(CC(=O)Nc2cccc(Br)c2)C1=O (centres undefined) returned aDG glyco act 0.1, TWEAK-Fn14 inh -5, Peg3 promoter -2, iPSC survival up -0.4, MITF TRPM1 inh -3, Shn3 3UTR inh -45, HIF-2a block 6, NR2E3 ag-1 3, NR2E3 ag-2 -18, CF NFkB block 15 and KKLEB cytotox 4.
`CC1CN(c2nnnn2-c2ccccc2)CC(C)O1` (centres undefined) gave aDG glyco act 0.1, TWEAK-Fn14 inh 41, Peg3 promoter 20, iPSC survival up 1.4, MITF TRPM1 inh 2, Shn3 3UTR inh -8, HIF-2a block 1, NR2E3 ag-1 1, NR2E3 ag-2 17, CF NFkB block -6 and KKLEB cytotox 15.
Screening COc1cc2c(cc1OC)CN(C(=O)c1ccc(S(=O)(=O)N3CCCC3)cc1)CC2 returned aDG glyco act -0.2, TWEAK-Fn14 inh -35, Peg3 promoter 10, iPSC survival up 0.0, MITF TRPM1 inh 3, Shn3 3UTR inh 21, HIF-2a block 11, NR2E3 ag-1 -2, NR2E3 ag-2 1, CF NFkB block -8 and KKLEB cytotox 5.
CCOCCCNC(=O)C(NC(=O)c1ccc2c(c1)OCO2)c1ccc(OC)cc1 (centres undefined) was read as aDG glyco act -0.1, TWEAK-Fn14 inh -1, Peg3 promoter 9, iPSC survival up 1.9, MITF TRPM1 inh 2, Shn3 3UTR inh -4, HIF-2a block 5, NR2E3 ag-1 3, NR2E3 ag-2 -12, CF NFkB block -11 and KKLEB cytotox 0.
For CCOC(=O)C(Cc1c[nH]c2ccccc12)NC(=O)CNC(C)=O (centres undefined) the results were aDG glyco act 0.3, TWEAK-Fn14 inh -7, Peg3 promoter 1, iPSC survival up 0.1, MITF TRPM1 inh 12, Shn3 3UTR inh -15, HIF-2a block 15, NR2E3 ag-1 0, NR2E3 ag-2 -5, CF NFkB block 3 and KKLEB cytotox 10.
For COC(=O)CC(NC(=O)c1ccc(C)cc1)c1ccc2c(c1)OCO2 (centres undefined) the results were aDG glyco act 0.0, TWEAK-Fn14 inh -11, Peg3 promoter -9, iPSC survival up 2.0, MITF TRPM1 inh -4, Shn3 3UTR inh 0, HIF-2a block 13, NR2E3 ag-1 -2, NR2E3 ag-2 20, CF NFkB block 4 and KKLEB cytotox 8.
CC(C)CC(=O)Nc1ccc(Cc2ccncc2)cc1 was read as aDG glyco act 0.0, TWEAK-Fn14 inh 0, Peg3 promoter 9, iPSC survival up 1.6, MITF TRPM1 inh -7, Shn3 3UTR inh 34, HIF-2a block -1, NR2E3 ag-1 0, NR2E3 ag-2 2, CF NFkB block 5 and KKLEB cytotox 6.
Screening O=C(c1ccc(Br)cc1)N1CCCC1 returned aDG glyco act 0.0, TWEAK-Fn14 inh -7, Peg3 promoter 4, iPSC survival up 5.4, MITF TRPM1 inh -1, Shn3 3UTR inh 23, HIF-2a block 8, NR2E3 ag-1 -2, NR2E3 ag-2 7, CF NFkB block -4 and KKLEB cytotox 2.
Screening CCCCCC(=O)Nc1cc(S(=O)(=O)N2CCOCC2)ccc1N1CCCC1 returned aDG glyco act -0.3, TWEAK-Fn14 inh 21, Peg3 promoter 14, iPSC survival up 0.0, MITF TRPM1 inh -1, Shn3 3UTR inh 5, HIF-2a block 10, NR2E3 ag-1 4, NR2E3 ag-2 -17, CF NFkB block -4 and KKLEB cytotox 4.
CCOC(=O)CC1C(C(=O)OCC)ON2OC(C(=O)OC)C(C(=O)OCC)C12 (centres undefined) was read as aDG glyco act -0.1, TWEAK-Fn14 inh -12, Peg3 promoter -1, iPSC survival up 2.8, MITF TRPM1 inh 14, Shn3 3UTR inh -23, HIF-2a block 11, NR2E3 ag-1 5, NR2E3 ag-2 1, CF NFkB block -15 and KKLEB cytotox -1.
`COC(=O)[C@H](Cc1ccccc1)NC(=O)N(C)Cc1ccccc1` gave aDG glyco act 0.1, TWEAK-Fn14 inh 4, Peg3 promoter -27, iPSC survival up 0.1, MITF TRPM1 inh -30, Shn3 3UTR inh 11, HIF-2a block -7, NR2E3 ag-1 -4, NR2E3 ag-2 -1, CF NFkB block 6 and KKLEB cytotox -3.
For N#Cc1ccc(CN2CCN(C(=O)c3cc(C4CC4)nn3-c3ccccc3)CC2)cc1 the results were aDG glyco act 0.3, TWEAK-Fn14 inh -2, Peg3 promoter 10, iPSC survival up -2.7, MITF TRPM1 inh 11, Shn3 3UTR inh 6, HIF-2a block 17, NR2E3 ag-1 -5, NR2E3 ag-2 -16, CF NFkB block 14 and KKLEB cytotox 1.
Screening COc1cc(NC(=O)CN2CCN(c3ccccc3O)CC2)c(C)cc1[N+](=O)[O-] returned aDG glyco act 0.3, TWEAK-Fn14 inh 20, Peg3 promoter 14, iPSC survival up -0.8, MITF TRPM1 inh 7, Shn3 3UTR inh 2, HIF-2a block 10, NR2E3 ag-1 -1, NR2E3 ag-2 -23, CF NFkB block 8 and KKLEB cytotox -13.
Screening O=C(Nc1ccc(S(=O)(=O)N2CCCC2)cc1)C1CC(=O)N(c2ccccc2)C1 (centres undefined) returned aDG glyco act -0.3, TWEAK-Fn14 inh 7, Peg3 promoter 9, iPSC survival up -1.4, MITF TRPM1 inh 3, Shn3 3UTR inh 6, HIF-2a block 1, NR2E3 ag-1 7, NR2E3 ag-2 -18, CF NFkB block -4 and KKLEB cytotox 0.
For Cc1c(/C=N/NC(=O)c2sc3ccccc3c2Cl)cnn1C the results were aDG glyco act 0.6, TWEAK-Fn14 inh 8, Peg3 promoter 12, iPSC survival up -1.2, MITF TRPM1 inh -8, Shn3 3UTR inh -2, HIF-2a block -33, NR2E3 ag-1 -2, NR2E3 ag-2 -39, CF NFkB block 16 and KKLEB cytotox -2.
CC(=O)Nc1ccc(CN2C(=O)C(C)(C)ON=C2c2ccc(NC(C)=O)cc2)cc1 was read as aDG glyco act -0.4, TWEAK-Fn14 inh -6, Peg3 promoter -10, iPSC survival up -1.6, Shn3 3UTR inh -1, HIF-2a block -7, NR2E3 ag-2 -20, CF NFkB block 3 and KKLEB cytotox 1.
For Cc1nn(C)c(C(=O)Sc2ccccc2)c1[N+](=O)[O-] the results were aDG glyco act -0.2, TWEAK-Fn14 inh -11, Peg3 promoter -1, iPSC survival up -0.3, MITF TRPM1 inh -1, Shn3 3UTR inh 27, HIF-2a block 26, NR2E3 ag-1 -3, NR2E3 ag-2 -1, CF NFkB block -17 and KKLEB cytotox 1.
For CC(C)C1C(=O)N(Cc2cn(CC3CCCCC3)nn2)CCS(=O)(=O)N1Cc1ccc(-c2cccc(CO)c2)cc1 (centres undefined) the results were aDG glyco act 0.2, TWEAK-Fn14 inh 36, Peg3 promoter 31, iPSC survival up -1.7, Shn3 3UTR inh 50, HIF-2a block 4, NR2E3 ag-2 -21, CF NFkB block 22 and KKLEB cytotox 4.
Screening COc1ccc2[nH]c(=O)c(-c3nnn(-c4ccccc4)n3)cc2c1 returned aDG glyco act -0.1, TWEAK-Fn14 inh -12, Peg3 promoter -122, iPSC survival up -1.8, MITF TRPM1 inh -61, Shn3 3UTR inh -44, HIF-2a block -159, NR2E3 ag-1 1, NR2E3 ag-2 -52, CF NFkB block 2 and KKLEB cytotox -8.
`COC(=O)C(C)(N)Cc1ccc(O)cc1` (centres undefined) gave aDG glyco act -0.1, TWEAK-Fn14 inh -1, Peg3 promoter -1, iPSC survival up -1.7, MITF TRPM1 inh 15, Shn3 3UTR inh -6, HIF-2a block 2, NR2E3 ag-1 1, NR2E3 ag-2 -8, CF NFkB block -21 and KKLEB cytotox -9.
For CCOC(=O)c1[nH]nc(-c2cc(CC)c(O)cc2O)c1-c1cscn1 the results were aDG glyco act 0.3, TWEAK-Fn14 inh 27, Peg3 promoter 26, iPSC survival up 4.9, MITF TRPM1 inh 6, Shn3 3UTR inh -1, HIF-2a block 7, NR2E3 ag-1 1, NR2E3 ag-2 -2, CF NFkB block 21 and KKLEB cytotox 11.

From PubChem BioAssay
